Compound activity (PubChem BioAssay)
TEAD-YAP inh = TEAD-YAP interaction inhibition | actives 1.4% (n = 640,000) | HEK-TIYL cells, TEAD-Gal4/YAP UAS-luciferase luminescence | inhibition, % at 9.12 µM; in the data active = inhibition above about 32%;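 also: 0% = median of test compound wells and 100% = reference inhibitor wells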
MITF inh = blocks human microphthalmia-associated transcription factor | O75030 | inhibition, % at 2.6 µM | AID 1259374 | AlphaScreen MITF homodimerization, bead proximity signal | actives 0.91% (n = 650,000); in the data active = inhibition above about 50%;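 also: 0% = vehicle wells with protein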
FBW7 activator = human FBW7 E3 ligase activation, primary screen | Q969H0 | AlphaScreen FBW7–phospho-cyclin E peptide binding, activator screen | normalized activity (activation), % at 26.1 µM | actives 0.13% (n = 650,000); in the data active = normalized activity above about 1.9%;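 also: purified mutant Fbw7 with reduced substrate affinity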
Target sequence (Q969H0 whole entry, looked up): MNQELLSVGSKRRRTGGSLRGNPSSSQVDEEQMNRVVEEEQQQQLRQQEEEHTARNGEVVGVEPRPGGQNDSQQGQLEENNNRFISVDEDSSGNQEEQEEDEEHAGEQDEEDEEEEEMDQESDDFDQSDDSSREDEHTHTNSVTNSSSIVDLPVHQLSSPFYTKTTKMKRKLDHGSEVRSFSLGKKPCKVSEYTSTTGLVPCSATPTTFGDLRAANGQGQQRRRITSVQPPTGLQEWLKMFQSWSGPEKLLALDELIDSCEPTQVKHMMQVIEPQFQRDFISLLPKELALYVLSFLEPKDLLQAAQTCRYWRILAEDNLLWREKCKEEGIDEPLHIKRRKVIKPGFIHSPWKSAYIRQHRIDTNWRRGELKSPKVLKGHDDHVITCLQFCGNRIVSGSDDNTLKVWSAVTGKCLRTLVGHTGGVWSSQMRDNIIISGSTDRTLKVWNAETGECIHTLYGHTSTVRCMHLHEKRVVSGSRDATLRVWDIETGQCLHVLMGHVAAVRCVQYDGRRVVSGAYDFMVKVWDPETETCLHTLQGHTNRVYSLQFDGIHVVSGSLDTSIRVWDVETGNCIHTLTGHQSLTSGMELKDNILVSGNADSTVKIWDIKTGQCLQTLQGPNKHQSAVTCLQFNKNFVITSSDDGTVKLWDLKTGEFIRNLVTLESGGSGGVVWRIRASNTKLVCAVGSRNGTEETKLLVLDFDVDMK
GPR151 ag = activates the human receptor GPR151. Q8TDV0. PathHunter beta-arrestin GPR151 cells, luminescence. activation, % at 11.2 µM. actives 1% (n = 650,000); in the data active = activation above about 4.9%;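 also: 0% = median of compound wells and 100% = cells with positive control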
* hit, by the source's call; & = joins results of further samples.

Molecule | TEAD-YAP inh | MITF inh | FBW7 activator | GPR151 ag
CC(CC(=O)NCc1ccc2c(c1)OCO2)CC1=NS(=O)(=O)c2ccccc2N1 (stereo not drawn) | 6.4 | -2.1 | 0.1 | -1.8
COc1ccc(/C=N/n2c(C)cc(C)c(C#N)c2=O)cc1OC | -0.2 | 2.5 | 0.4 | -0.8
Cn1c(=O)[nH]c(=O)c2c1nc(SCCCO)n2Cc1ccccc1Cl | 0.2 | 3.8 | -0.1 | 0.3
COc1ccc(-c2nc3cc(NC(=S)NC(=O)c4oc5ccccc5c4C)ccc3o2)cc1 | -6.7 | -1.9 | 0.0 | 0.6
CSc1ccccc1-c1ccc(NCCN(C)C)nc1 | 6.7 | 15.8 | -0.5 | 1.2
COc1ccc(-c2nc(CNS(=O)(=O)c3ccc(C)cc3C)cs2)cc1 | -13.2 | -1.5 | -0.2 | 0.2
CCOC(=O)c1sc(NC(=O)c2ccc(Oc3ccccc3)cc2)nc1C | 5.6 | -7.9 | 0.0 | -0.9
COc1ccccc1C(=O)Nc1ncnc2sc3c(c12)CCCC3 | 17.5 | 7.7 | 0.0 | 1.4
COc1ccc(C(=O)NCc2nnc(SCC(=O)N3N=C(c4ccc(OC)cc4)CC3c3ccc(OC)cc3)n2-c2ccccc2)cc1 (stereo not drawn) | 2.4 | 7.4 | 0.3 | 4.0
COC(=O)C1=CN(c2cccc(C(F)(F)F)c2)C=C(C(=O)OC)C1c1ccc(Cl)cc1 | 4.8 | 7.7 | -0.2 | 0.3
N#Cc1sc2nc(-c3cccs3)cc(C(F)(F)F)c2c1N | 6.0 | 8.7 | 0.1 | 2.8
CCOc1ccc(-n2nc3ccc(NC(=O)c4ccc(OC)cc4)cc3n2)cc1 | 6.5 | -6.8 | -0.1 | 1.6
COc1ccc(-c2noc(CCC(=O)Nc3ccccc3[N+](=O)[O-])n2)cc1OC | 7.2 | 5.5 | -0.3 | -0.8
COc1ccc(CNc2nc(SCC#N)nc3ccccc23)cc1 | -12.1 | 0.6 | 0.0 | 3.3
O=C(Nc1ccc(Cl)cc1Cl)c1cc(S(=O)(=O)NCc2ccc3c(c2)OCO3)ccc1F | -3.9 | -2.6 | 0.2 | -1.0
O=Cc1ccc(-c2cc3[nH]c(=O)[nH]c3cc2[N+](=O)[O-])o1 | 0.7 | -13.8 | 0.1 | -0.9
CCOC(=O)c1nnn(-c2nonc2N)c1-c1ccc(C)cc1 | 7.0 | 1.4 | 0.0 | -0.5
CCN(CC)C(=O)C1=C(C)NC(=S)NC1c1ccsc1 (stereo not drawn) | -4.0 | -9.9 | -0.2 | 2.4
COc1ccc(C(=O)Nc2c[nH]c(=O)[nH]c2=O)cc1 | -2.8 | 7.2 | 0.4 | -2.4
CC(=O)c1cn(CC(=O)Nc2ccc(C)c(C)c2)c2ccccc12 | 23.9 | 4.3 | 0.1 | -0.2

Additional compounds follow.
Molecule | TEAD-YAP inh | MITF inh | FBW7 activator | GPR151 ag
CCOC(=O)C1=C(C)N=c2s/c(=C\c3ccccc3F)c(=O)n2C1/C=C/c1ccccc1 (stereo not drawn) | -1.5 | 6.3 | 0.0 | -0.3
Cn1c(=O)c2c(nc(N3CCN(Cc4ccc5c(c4)OCO5)CC3)n2CC(=O)c2ccc(Br)cc2)n(C)c1=O | -4.9 | -3.4 | -0.1 | 1.9
C[N+](C)(C)CCOC(N)=O | -1.9&-3.7 | 19.4&7.3&12.6 | 0.2&0.0&0.3 | -2.8&-1.2&0.1
COc1ccc(Cl)cc1NC(=O)CN(c1cccc(Cl)c1Cl)S(C)(=O)=O | 2.8 | -13.6 | -0.3 | 0.5
O=C(Nc1ccc(-c2ccc([N+](=O)[O-])cc2)cc1)C1CC1 | -47.4 | -5.3 | -0.4 | 2.2
O=C(c1ccco1)N1CCC(Cn2c(COc3ccccc3)nc3ccccc32)CC1 | -23.4 | 12.8 | -0.2 | 7.5*
COc1ccc2oc(=O)c(C(=O)NC3=C(C#N)CCC3)cc2c1 | 1.8 | 4.0 | -0.2 | -0.3
Cc1cc(NC(=O)C2CC(c3ccccc3F)=NO2)no1 (stereo not drawn) | 0.5 | 5.1 | 0.0 | 0.6
CCc1cc2c(C)cc(=O)oc2c(CN(CC)CC)c1O | 1.9 | 4.4 | -0.1 | 0.3
CCOC(=O)C(Cc1ccccc1)C(=O)NCc1cccnc1 (stereo not drawn) | 12.0 | 0.4 | -0.1 | 1.8
Clc1ncnc2scc(-c3ccccc3)c12 | 7.1 | -13.8 | 0.3 | -0.7
COc1cc(/C=N/NC(=O)CNc2ccc(C)cc2)cc([N+](=O)[O-])c1O | -0.6 | -2.9 | 0.1 | -0.9
COc1ccc(C2SCCN2S(=O)(=O)c2ccc(I)cc2)cc1Br (stereo not drawn) | -7.8 | -7.2 | 0.1 | -2.2
CN1CCN(c2ccc(-c3cc(NC4CC4)nc(N)n3)cc2)CC1 | -3.0 | -0.6 | 0.5 | 0.1
COc1cccc(C(=O)Nc2nnc(-c3ccccc3Cl)o2)c1OC | -28.4 | -0.3 | -0.3 | -0.3
O=C(COc1cccnc1[N+](=O)[O-])Nc1cccc(Br)c1 | -57.2 | -10.4 | 0.0 | 2.2
CC(=O)NNC(=O)CSc1nnnn1-c1ccc2c(c1)OCCO2 | -6.9 | 4.7 | 0.0 | 0.9
CN1C(=O)C(CC(=O)Nc2ccccc2)S/C1=N/c1nc2ccccc2s1 (stereo not drawn) | -10.1 | -10.2 | -0.3 | 1.0
Cc1cc(=O)nc2c3ccccc3n(C(C)C(=O)NCc3ccc(OC(C)C)cc3)n12 (stereo not drawn) | 12.4 | -3.0 | 0.9 | -0.5
O=C(CCn1cnnn1)N1C2CCC1CC(c1ccc(F)cc1)C2 (stereo not drawn) | 1.1 | 17.3 | 0.1 | -0.3

The list goes on:
Molecule | TEAD-YAP inh | MITF inh | FBW7 activator | GPR151 ag
COCCn1c(=O)[nH]c2cc(C(=O)Nc3ccc(Oc4ccccc4)cc3)ccc2c1=O | 11.1 | -4.5 | 0.0 | -0.6
CCC1C(c2ccccc2)=NNc2nc3c(c(=O)n(C)c(=O)n3C)n21 (stereo not drawn) | 5.3 | -12.9 | 0.0 | 0.6
CNC(=S)N/N=C(\C)c1ccc(-n2ccnc2)cc1 | 8.5 | 8.7 | -0.1 | 1.3
O=C(Cn1c(=O)oc2cc(S(=O)(=O)N3CCCC3)ccc21)NCc1ccc(F)cc1 | 6.0 | 0.4 | 0.3 | 0.3
COc1ccccc1C1CC(c2ccc(F)cc2)=NN1c1ccccc1F (stereo not drawn) | 3.9 | -19.1 | 0.3 | 2.6
CCN(C1CCCCC1)S(=O)(=O)c1ccc(C(=O)N2CCN(c3ccccc3)CC2)cc1 | -30.1 | -8.6 | -0.3 | -0.1
Cc1ccsc1C1(Cc2c(C)noc2C)C(=O)Nc2ccccc21 (stereo not drawn) | -0.6 | 15.1 | 0.0 | 0.9
CC1CCc2c(sc(NC(=O)c3ccc(C(=O)C(=O)c4ccccc4)cc3)c2C#N)C1 (stereo not drawn) | 1.1 | 5.1 | 0.1 | -0.2
COc1ccc(S(=O)(=O)NC2CCCCCC2)cc1Br | -9.3 | 12.3 | 0.0 | 1.1
Cc1ccc(N(CC(=O)Nc2cccc(C)c2C)S(C)(=O)=O)c(C)c1 | -4.7 | -1.9 | -0.3 | 0.4
O=C(NC(=S)Nc1ccc(S(=O)(=O)Nc2ccccc2)cc1)c1ccco1 | -15.6 | 4.3 | -0.1 | 2.4
CCc1ccc(NC(=O)c2ccc(Br)o2)cc1 | -49.3 | 3.8 | 0.1 | -2.8
CCNC(=O)/C(C#N)=C/c1c(Oc2ccc(Cl)c(C)c2)nc2c(C)cccn2c1=O | 1.7 | 19.5 | 0.5 | -0.2
COc1cccc(C(=O)NCc2n[nH]c(=S)n2-c2ccccc2)c1 | 0.2 | -1.4 | -0.2 | -0.4
O=C(Nc1ccc(O)cc1C(=O)O)c1ccc(N2C(=O)c3ccc(C(=O)Nc4ccc(O)cc4C(=O)O)cc3C2=O)cc1 | -4.8 | 6.6 | 0.0 | -1.2
COc1ccc(CC(=O)NCc2csc(-c3cccs3)n2)cc1OC | -4.6 | -4.5 | -0.5 | 0.5
COc1ccc(C2SCC(=O)N2c2ccc(F)cc2)cc1 (stereo not drawn) | -10.9 | -7.9 | 0.0 | -0.6
CCOc1cccc2cc(C(=O)N3CCN(C/C=C/c4ccccc4)CC3)c(=O)oc12 | 9.2 | -1.8 | -0.1 | 0.4
COc1cccc(/C=N/NC(=O)c2snnc2C)c1O | 10.0 | 3.8 | -0.1 | -0.8
O=C(NC(=S)Nc1cccc(-c2nc3ncccc3o2)c1)c1ccc(F)cc1 | 7.0 | -2.5 | -0.2 | 0.0

Only MITF inh, TEAD-YAP inh and FBW7 activator (3 entries from above):
mol | MITF inh | TEAD-YAP inh | FBW7 activator
Cc1ccc(N(CC(=O)Nc2cccc(C)c2C)S(C)(=O)=O)c(C)c1 | -1.9 | -4.7 | -0.3
COc1ccc(CC(=O)NCc2csc(-c3cccs3)n2)cc1OC | -4.5 | -4.6 | -0.5
COc1ccc2oc(=O)c(C(=O)NC3=C(C#N)CCC3)cc2c1 | 4.0 | 1.8 | -0.2

Additional entries:
Molecule | TEAD-YAP inh | MITF inh | FBW7 activator | GPR151 ag
CCc1cc(C(=O)OC)c(NC(=S)NNC(=O)c2ccc([N+](=O)[O-])c(C)c2)s1 | 0.8 | 7.3 | 0.5 | 2.4
O=C(NCCNc1ccc(C(F)(F)F)cc1[N+](=O)[O-])c1cccs1 | -16.4 | 12.5 | 0.1 | -0.2
O=C(Cc1cn(-c2ccc(Nc3nccc4ccccc34)nn2)c2ccccc12)NCc1nc2ccccc2[nH]1 | 0.3 | 15.3 | -0.3 | -0.5
Cc1ccc2cc(C)c3nn(CC(=O)N4CCC(C(N)=O)CC4)c(=O)n3c2c1C | -6.4 | -2.1 | 0.0 | 2.1
COc1ccc(C2C=C(Nc3ccccc3)C(=O)N2c2ccccc2)cc1OC (stereo not drawn) | -28.9 | -0.7 | 0.0 | 3.9
O=C(CN1Cc2ccccc2OC(c2ccsc2)C1)NCC1OCCc2ccccc21 (stereo not drawn) | 1.8 | -9.0 | -0.1 | -0.2
CCC(Sc1nc2ccncc2[nH]1)C(=O)N(CC)CC (stereo not drawn) | -14.1 | -6.4 | 0.0 | 1.1
CS(=O)(=O)N(CCc1ccccc1)CC(=O)N1CCN(c2ccccc2)CC1 | 8.8 | 2.5 | 0.0 | 2.0
COC(=O)c1c(NC(=O)C2CC=CCC2C(=O)O)sc2c1CCC(C)C2 (stereo not drawn) | 9.3 | 5.0 | -0.1 | -0.1
COc1ccc(OCC(=O)Nc2cc(-c3nc4ccccc4o3)ccc2C)cc1 | -50.4 | 1.8 | 0.0 | 0.0
COc1ccc([N+](=O)[O-])cc1N(CC(=O)N1CCC(C(N)=O)CC1)S(C)(=O)=O | -13.4 | -5.0 | -0.2 | -2.7
CCCCOc1ccc(C(CC(=O)c2ccc(C)cc2)Nc2ccc(I)cc2)cc1 (stereo not drawn) | 3.0 | 7.8 | 0.3 | 1.1
CC1CCN(C(=O)Cn2cnc3c(nnn3Cc3ccccc3)c2=O)CC1 | 1.0 | -17.6 | 0.0 | -0.3
CCOC(=O)C1C(=O)CC(C)(O)C(C(=O)OCC)C1c1ccc(C)s1 (stereo not drawn) | 6.5 | 12.1 | 1.2 | 0.2
O=C(NC12CC3CC(CC(C3)C1)C2)c1ccccc1Oc1ccc(C(F)(F)F)cc1[N+](=O)[O-] | -1.6 | 10.0 | -0.1 | 0.7
Cc1cc(C)nc(SCC(=O)OCC(=O)c2ccc3c(c2)NC(=O)CO3)n1 | 5.8 | -6.8 | -0.3 | -1.1
COc1ccc(CCNC(=O)Cn2ncn3c(cc4sc(C)cc43)c2=O)cc1OC | 0.4 | 7.8 | 0.5 | -0.6
CCCCCc1ccc(-c2ccc(C(=O)Nc3nc4ccc(OC)cc4s3)cc2)nc1 | -19.1 | -2.8 | 0.1 | 0.7
Cc1c(C(=O)Oc2cc(N)n(S(C)(=O)=O)n2)cccc1[N+](=O)[O-] | 0.8 | 3.1 | -0.1 | 1.2
Cc1[nH]nc2c1C(c1ccccc1)CC(=O)N2 (stereo not drawn) | 10.2 | -0.2 | 0.0 | 1.4

Further compounds
Molecule | TEAD-YAP inh | MITF inh | FBW7 activator | GPR151 ag
COC(=O)c1c(NC(=O)CSc2nnc3cc(C)c4ccccc4n23)sc2c1CCCC2 | -6.1 | -8.3 | -0.1 | 0.3
COCCNCCOc1cccc(Cl)c1Cl | 2.1 | 72.1* | 0.0 | 0.5
Cc1cc(OCC(=O)NCCN2CCOCC2)ccc1Br | -2.4 | 14.5 | 0.3 | -0.4
COc1cccc(NC(=O)CCCOc2ccc(Cl)cc2Cl)c1 | -6.4 | -0.3 | 0.0 | 1.2
CCOC(=O)c1c(NC(=O)c2ccc(Br)o2)sc(C)c1CC | 4.9 | -14.0 | 0.1 | 0.9
CSc1nnc(C)c(=O)n1COC(=O)C1CC(=O)N(c2ccc(C)cc2)C1 (stereo not drawn) | 7.7 | -2.6 | 0.4 | -1.2
CC(=O)c1c(C)[nH]c(C(=O)OCC(=O)Nc2c(Cl)cccc2Cl)c1C | 4.0 | -5.4 | 0.0 | 0.2
O=C(NCCCN1CCOCC1)c1c(F)cccc1F | -2.0 | -13.8 | 0.0 | 1.4
CCN(Cc1ccccc1)Cc1ccc(C(=O)NCc2ccsc2)c(=O)[nH]1 | -0.5 | 8.8 | 0.1 | -0.1
